# CXCR6 inh: inhibitors of human CXCR6 receptor; AID 602244; O00574; inhibition, % at 20 µM; CHO-K1 PathHunter CXCR6 beta-arrestin, luminescence; 0.36% of 360,000 active; in the data active means inhibition above about 34%, passing the limit was not always enough;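 further: antagonist mode with CXCL16 agonist at 10 nM final; 0% = 10 nM CXCL16 with DMSO and 100% = unstimulated wells without agonist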
# Target sequence (O00574 whole entry, looked up): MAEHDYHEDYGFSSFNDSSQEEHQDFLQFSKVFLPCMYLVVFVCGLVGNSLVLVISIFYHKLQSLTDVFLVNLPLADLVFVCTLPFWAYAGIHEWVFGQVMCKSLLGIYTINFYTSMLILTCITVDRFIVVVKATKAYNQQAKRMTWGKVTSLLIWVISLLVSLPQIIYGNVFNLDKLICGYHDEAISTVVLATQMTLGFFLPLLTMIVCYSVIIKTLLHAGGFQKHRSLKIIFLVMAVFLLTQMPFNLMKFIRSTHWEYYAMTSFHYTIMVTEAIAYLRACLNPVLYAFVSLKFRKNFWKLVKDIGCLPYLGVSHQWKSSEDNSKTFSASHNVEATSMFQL
# APJ agonist: agonists of human APJ apelin receptor. CHO-K1 APJ PathHunter beta-arrestin, luminescence; 0% DMSO wells, 100% apelin. 0.11% of 330,000 active. P35414. activation, % at 20 µM;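 active means activation more than six SD over the plate average, tested at 20 µM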;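 further: 0% = DMSO alone and 100% = apelin-13 at 10 nM; some results filed as inactive read as strong as hits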
#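 Assay system – PathHunter CHO-K1 APJ (AGTRL-1) beta-arrestin reporter cells · Compound – one dose, 20 µM compound, 1% DMSO · Timing – compound 90 min 25 °C, reagent 1 h · Measured by – luminescence from split beta-galactosidase complementation, Galacton Star/Emerald II substrate · Measure – beta-arrestin recruitment to APJ as agonist activity, luminescent signal · Benchmarks – DMSO vs Apelin-13 10 nM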
# CHOP UPR activ: activators of apoptotic arm of unfolded protein response (CHOP). CHO-CHOP luciferase reporter, UPR activation, luminescence; percent of tunicamycin response over DMSO baseline. activation, % at 10 µM. 0.34% of 330,000 active. AID 449763;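 active means at 10 µM dose, activation of 40% or more, normalized to positive control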;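 further: 100% = tunicamycin at 10 µg/mL and 0% = DMSO alone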
#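 Evaluation: % reporter activation, DMSO baseline versus tunicamycin full activation; System: CHO-CHOP luciferase reporter cell line; Input: 500 cells/well; Incubation: 6 h compound treatment, 37 °C; Measured by: Steady-Glo luciferase luminescence; Dosing: one dose, 10 µM in 0.5% DMSO; Buffer or medium: F12 medium, 10% FBS; Benchmarks: positive tunicamycin 10 µg/mL, negative DMSO alone.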
# Mdm2-MdmX inh: inhibitors of human Mdm2/MdmX interaction; inhibition, % at 8 µM; 3% of 330,000 active; O15151+Q00987; SaOS-2 split-luciferase Mdm2/MdmX complementation, luminescence;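 active means inhibition of at least 50% at 8 µM in the primary screen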
# tim23-1 inh: inhibits growth of tim23-1 mutant yeast; 1.3% of 330,000 active; S. cerevisiae tim23-1 growth, BacTiter-Glo luminescence, 24 h; inhibition, % at 20 µM; AID 463212;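 active means growth inhibition of the mutant yeast at or above 50%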;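 further: temperature-sensitive mutant grown at 25 °C; plate controls were DMSO-treated mutant yeast for no effect and medium wells lacking yeast for full effect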
# EBI2 antag: EBI2 (human) antagonism; P32249; EBI2 beta-arrestin recruitment, luminescence, 7a,25-OHC stimulated; inhibition, % at 5 µM; 0.81% of 360,000 active; AID 651636; in the data active means inhibition above about 38%;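 further: enzyme fragment complementation signal reports receptor beta-arrestin coupling in cells; 0% = agonist plus DMSO wells and 100% = wells without agonist; some results beyond the cut were filed as inactive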
# Target sequence (P32249 whole entry, looked up, the tested form may be a part): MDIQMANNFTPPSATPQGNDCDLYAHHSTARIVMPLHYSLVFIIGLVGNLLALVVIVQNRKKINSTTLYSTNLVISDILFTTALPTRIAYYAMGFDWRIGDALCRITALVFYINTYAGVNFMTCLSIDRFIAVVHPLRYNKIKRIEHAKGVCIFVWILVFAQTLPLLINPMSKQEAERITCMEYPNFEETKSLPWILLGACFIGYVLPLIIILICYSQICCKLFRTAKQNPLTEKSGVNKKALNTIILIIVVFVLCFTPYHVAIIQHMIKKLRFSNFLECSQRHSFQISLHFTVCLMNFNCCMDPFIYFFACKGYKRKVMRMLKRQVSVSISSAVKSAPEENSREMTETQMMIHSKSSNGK
# APJ antag: blocks the human apelin receptor APJ. inhibition, % at 20 µM. CHO-K1 APJ beta-arrestin complementation, luminescence. 0.32% of 330,000 active. P35414;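 active means inhibition above about 40% at 20 µM, limit read from the data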;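 further: cells challenged with 10 nM apelin-13 agonist together with compound; plate controls were apelin-13 plus DMSO wells for no effect and DMSO wells lacking apelin-13 for full effect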
# XBP1 UPR activ: adaptive UPR (XBP1) activation; CHO-XBP1 luciferase reporter, IRE1-XBP1 UPR activation, luminescence; percent of tunicamycin response, DMSO as zero; activation, % at 20 µM; 0.33% of 330,000 active; AID 463104;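 active means versus positive control, 20 µM dose yields 30% or more activation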;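 further: 100% = tunicamycin at 10 µg/mL and 0% = DMSO only wells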
#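 Test system: CHO-XBP1 luciferase reporter cells | Buffer or medium: Serum-containing F12 medium, 10% FBS | Schedule: 6 h compound exposure at 37 °C, 5% CO2 | Detection: Steady-Glo luciferase glow luminescence, 10 min after reagent addition | Read-out basis: Activation, % of tunicamycin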
# CCR6 antagonist: CCR6 (human) receptor antagonism; P51684; CHO-K1 CCR6 PathHunter beta-arrestin, luminescence, CCL20-stimulated; inhibition, % at 20 µM; 0.49% of 340,000 active; AID 493098;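 active means compounds whose inhibition of the agonist-driven luminescence signal at 20 µM reaches about 50%, limit read from the data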;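 further: cells stimulated with CCL20 at 14 nM final; plate controls were DMSO with CCL20 for no effect and DMSO without agonist for full effect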
# * = called active by the depositor; · = no result given. A portion of the library (hit frequency here may not be typical).
SMILES,CXCR6 inh,APJ agonist,CHOP UPR activ,Mdm2-MdmX inh,tim23-1 inh,EBI2 antag,APJ antag,XBP1 UPR activ,CCR6 antagonist
O=C(O)c1cccc2nc3ccccc3nc12,4,2,-1.7,7,-5,-5,-88,-2,-3
COc1ccc(CCn2c(O)c(C=NCCCO)c(=O)[nH]c2=O)cc1OC,5,1,-0.4,8,21,-4,-8,-3,14
CC/C(=N\Nc1ccccc1)c1c(O)[nH]c(=O)[nH]c1=O,-4,0,-0.4,-3,3,-10,-34,0,-4
COC(=O)C1=C(c2ccc(C(C)=O)cc2)C[C@@H]2CC[C@H]1N2C(=O)NCCNC(C)=O,-3,0,-1.1,13,0,-2,4,-2,9
Fc1cccc(F)c1-c1nc(-c2ccc(Cl)cc2)no1,4,2,3.4,-87,18,-2,-6,5,-4
CN(C)C(Cc1ccccc1)C(=O)c1ccc(-c2ccccc2)cc1 (configuration not stated),2,-1,0.2,15,22,6,6,0,17
CCOC(=O)C1C(=O)N(C)C2(C)CC1c1ccccc1O2 (configuration not stated),-4,0,-0.4,1,11,-3,3,-3,-2
CCCNC(=O)N1[C@H]2CC[C@@H]1C(C(=O)OC)=C(c1ccc(S(C)(=O)=O)cc1)C2,-6,1,2.3,-21,-11,-15,-70,-1,-1
O=c1c2ccccc2nc(CNc2ccccc2)n1-c1ccccc1,-6,-2,1.2,6,17,-12,1,-2,9
CNCCc1nc(N)n[nH]1,-1,6,-2.2,-9,11,-4,27,-2,23
Cc1cc(C)cc(N2C(=O)/C(=C\c3ccc(N4CCN(C)CC4)o3)C(=O)NC2=S)c1,20,-8,1.8,6,18,5,2,-3,32
CCNc1cc(N2CCN(C)CC2)ccc1[N+](=O)[O-],0,-2,-2.3,-4,1,5,25,1,-7
CN(C)c1ccc2c(c1)N=C(c1ccco1)OP2(=S)N1CCOCC1 (configuration not stated),-2,-2,5.4,-17,13,-3,19,-2,1
CCCN1CCC[C@@H]2Cc3nc(N)ncc3C[C@H]21,·,-2,-0.6,23,13,·,24,-6,15
CN1CCCN(C(=O)COc2cccc(C(F)(F)F)c2)CC1,2,4,-0.5,29,-3,-2,13,-3,-1
CCC1C(C#N)=C(N)Oc2c1c(=O)oc1ccccc21 (configuration not stated),7,0,3.3,0,-8,-8,-2,1,5
COC(=O)C1=C(c2ccc(OC(F)(F)F)cc2)C[C@@H]2CC[C@H]1N2C(=O)NCc1cccc2ccccc12,10,-4,1.7,14,27,14,4,-2,7
CC(C)Oc1cccc(C(=O)C2CCCN(Cc3ccon3)C2)c1 (configuration not stated),4,-2,0.7,-24,26,-2,-24,5,9
C=CCNC(=S)/N=C/c1c(O)[nH]c(=O)[nH]c1=O,4,-4,-0.9,5,1,-18,16,1,9
CCCC(C)C1(CC)C(=O)NC(=Nc2ccccc2)NC1=O (configuration not stated),-1,0,1.9,9,26,-12,5,-1,13
O=P(Nc1c(Cl)cccc1Cl)(c1ccccc1)c1nc2c(s1)CCCC2 (configuration not stated),-3,-1,0.1,-4,27,1,7,2,5
CC(C)Oc1ccc(CCN)cc1Cl,-2,-1,-0.5,-17,-2,-7,-6,-3,-15
CCOC(=O)c1ccc(N=C(C)c2c(O)[nH]c(=O)[nH]c2=O)cc1,3,-3,1.2,21,-4,0,10,0,2
CN1C[C@H](CNC(=O)OCc2ccccc2)C[C@@H]2c3cccc4c3c(cn4C)C[C@H]21,2,7,1.0,15,9,3,13,-5,-4
CC(Cc1ccccc1)NC(=O)/C=C/c1ccc(Cl)cc1 (configuration not stated),8,-4,1.2,-34,42,40,2,-1,16
O=c1[nH]c(O)c(C=Nc2ccccc2Oc2ccccc2)c(=O)[nH]1,6,2,0.1,10,-10,1,-4,-2,-1
O=c1c2ccccc2nc(-c2ccco2)n1-c1nccs1,1,-2,-1.5,4,14,-3,17,1,-16
C=C1C2C[C@H](O)C(C)(C)[C@@]2(O)[C@H](O)C[C@]23C[C@@](C)(O)[C@H](CC[C@H]12)[C@H]3OC(C)=O (some centres not stated),1,-3,-2.3,-16,-12,0,-36,-3,6
COC(=O)C1=C(c2ccc(-c3ccccc3)c(F)c2)C[C@@H]2CC[C@H]1N2C(=O)NCCOc1ccccc1Cl,15,-3,1.7,42,13,24,-6,-5,11
COC(=O)C1=C(c2ccc(C(C)=O)cc2)C[C@@H]2CC[C@H]1N2C(=O)N1CCCC1,0,0,2.6,-4,27,-16,13,-1,-3
CC(Cc1ccccc1)NC=O (configuration not stated),3,-1,0.0,12,10,4,-28,1,3
Cc1ccccc1NP(=O)(Oc1ccccc1F)Oc1ccccc1F,-9,-5,0.7,0,24,-12,-10,-3,13
Cn1nccc1C(=O)N1CCC2(CC1)OCCO2,5,-2,1.9,6,5,-4,-12,-7,-10
CCN(CC)C(=O)c1ccc(NC(=O)c2cccc(S(=O)(=O)N3CCN(C)CC3)c2)cc1,-4,0,-0.9,17,0,-4,10,-4,2
COc1ccccc1CN1CCN(C(=O)COc2ccc3ccccc3c2)CC1,-6,-14,1.5,6,23,70*,-7,0,9
Cc1c(N=Nc2c(O)n(Cc3ccccc3)c(=O)[nH]c2=O)c(=O)n(-c2ccccc2)n1C,29,-3,-1.1,12,-13,7,6,-1,42
COC(=O)CCCCC1SCC(NC(=O)c2ccccc2)C1Cl (configuration not stated),-2,0,1.1,0,17,0,-31,-2,12
O=C1NC(=O)N(Cc2ccc(F)cc2)C(=O)/C1=C\c1ccoc1,-16,2,0.2,-7,15,6,2,2,-3
COCCNC(=O)N1[C@H]2CC[C@@H]1C(C(=O)OC)=C(c1ccc(-c3ccccc3)c(F)c1)C2,4,-4,-1.5,-2,24,5,-1,-4,6
CCC(=NCCc1c[nH]c2ccccc12)c1c(O)n(C)c(=O)n(C)c1=O,-12,-1,0.4,28,24,9,-13,3,-1
CC1N=C(c2ccccc2Cl)c2cc(Br)ccc2NC1=O (configuration not stated),-4,-1,0.3,-1,17,-5,11,-1,10
CC(N=Cc1c(O)[nH]c(=O)[nH]c1=O)c1ccccc1 (configuration not stated),0,-4,-1.2,-32,5,-2,-3,2,-16
CCC(=O)OC1(c2ccccc2)C(C)CN(C)CC1C (configuration not stated),-1,0,-0.9,15,19,4,9,-2,3
C[C@]12CCC(=O)C=C1CC[C@@H]1[C@@H]2C(=O)C[C@]2(C)C(=O)CC[C@@H]12,4,4,0.0,-29,8,1,-2,-5,1
COc1ccc(-c2nn(CCC#N)cc2C(=O)Nc2ccccc2Br)cc1,1,-1,-3.9,9,11,-5,-12,-3,-6
O=Cc1cn(Cc2ccc([N+](=O)[O-])cc2)c2ccccc12,-10,-4,-0.1,-16,12,4,8,-4,7
O=C(/C=C/c1ccc(Cl)cc1)NC(=S)N1C[C@H]2C[C@H](C1)c1cccc(=O)n1C2,-1,-2,0.9,-19,-7,7,17,2,7
O=C(CN1CCOCC1)Nc1ccc(Br)cc1C(=O)c1ccccc1,-5,-2,-0.2,-6,34,-12,19,1,-5
NP(=O)(Oc1ccccc1Cl)Oc1ccccc1Cl,9,-2,0.8,-9,15,3,-3,2,-1
CCN(CC)c1ccc(/C=C2\C(=O)NC(=S)N(C)C2=O)o1,20,-2,6.4,-23,12,7,34,3,22
CCN1CCN(Cc2cccnc2)CC1,4,0,-0.7,4,-15,-5,4,-4,-9
O=C(Cn1ccc2ccccc2c1=O)NCC(=O)N1CCC2(CC1)OCCO2,1,-2,-1.3,-18,-9,0,6,0,-4
Cc1nc2nc(SCC(=O)N3CCC4(CC3)OCCO4)nn2c(C)c1Cc1ccccc1,-5,0,1.8,-7,14,-2,3,-1,6
CCOc1ccc(N=Cc2c(O)n(C(C)(C)C)c(=O)[nH]c2=O)cc1,-3,0,-1.4,18,16,29,-2,1,-5
O=C(c1cc2c(s1)-c1ccccc1OC2)N1CCC2(CC1)OCCO2,0,-5,1.4,-62,40,88*,-6,3,8
COC(=O)[C@@H](c1ccccc1)C1CCCCN1 (some centres not stated),10,-3,-1.5,-3,3,-9,-2,3,1
CCCC[N+]1(C)C2CC(OC(=O)C(CO)c3ccccc3)CC1C1OC12 (configuration not stated),1,-2,-1.2,3,-9,-3,14,-9,8
CN1C(=O)/C(=C/c2ccc(N3CCCCCC3)o2)C(=O)NC1=S,14,-3,1.6,-86,13,6,21,5,27
COc1ccc2c(c1)CC1(CN2C)C(=O)NC(=O)N(c2ccc(F)cc2)C1=O (configuration not stated),6,-2,-1.0,3,15,-9,-1,0,-5
O=C(CN1CC(c2ccccc2)CC1=O)Nc1ccccc1 (configuration not stated),0,-2,-0.1,-31,15,-9,-9,1,17

# Next part
SMILES,CXCR6 inh,APJ agonist,CHOP UPR activ,Mdm2-MdmX inh,tim23-1 inh,EBI2 antag,APJ antag,XBP1 UPR activ,CCR6 antagonist
CC(C(=O)c1c[nH]c2ccccc12)N1CCSCC1 (configuration not stated),1,-3,-1.9,34,2,0,1,-1,-14
COCCOC(=O)c1c(N)n(Cc2ccco2)c2nc3ccccc3nc12,17,-6,-3.5,16,12,8,12,-4,35
Cc1ccc(CNCCc2ccc(F)cc2)s1,1,-5,-0.9,-2,7,1,12,-6,12
O=C(Cn1cnc2ccccc2c1=O)NCCC(=O)N1CCC2(CC1)OCCO2,-4,-2,1.5,5,1,-4,-1,0,-15
COc1cc(OC)c(OC)cc1/C=C1\C(=O)NC(=O)N(Cc2ccccc2)C1=O,-6,0,0.6,43,8,-3,7,0,-5
COC(=O)C1=C(c2cccc(C#N)c2)C[C@@H]2CC[C@H]1N2C(=O)N1CCOCC1,-5,-5,-2.3,3,4,-7,-1,-1,-1
Cc1ccc(-n2c(C)cc(/C=C3/C(=O)NC(=O)N(C)C3=O)c2C)cc1,-2,2,1.0,3,-7,-6,12,-2,4
Cn1c(O)c(C(=N)COc2cccc(Cl)c2)c(=O)n(C)c1=O,-6,-2,-2.2,4,-13,9,7,0,-4
COc1cc(C)c(CN2CCN(c3ccccc3)CC2)cc1C,-3,-3,-0.1,-7,19,-2,7,0,-5
CCC(CC)NC1CCCCC1OC (configuration not stated),10,1,1.8,-41,1,-9,1,0,-8
O=C(NCc1ccccn1)c1ccccc1Cl,-2,-3,0.0,21,4,-13,-9,-1,-13

# Screens: PubChem, Sanford-Burnham Center for Chemical Genomics
